# Screening results deposited in PubChem BioAssay by National Center for Advancing Translational Sciences (NCATS).
# PTAP TSG101 blk – blocks PTAP/TSG101 interaction to inhibit HIV-1 budding. 340,000 tested, under 10 active. Fluorescence polarization, FITC-PTAP peptide / Tsg101 binding. AID 493005. Potency, µM (highest dose often 115 µM), for the others: top-dose activity change, negative = inhibition, hits mostly inhibitors; active = well fitted inhibition curve with a large enough effect in the main read-out, with a control signal flat, not every such curve was filed as active; inconclusive = small, poorly fitted or top-dose-only effect, or effect the other way, or a change in a side signal; inactive = no such curve, though single readings can be large or run the other way; note: potency is the fitted concentration of half-maximal effect; % of control where 0% means no effect
#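 FP read-out: FITC-PTAP peptide, 50 nM final, binding Tsg101 binding domain, 10 uM final; 20 min, r.t.; 10 mM HEPES pH 7.5, 0.15 M NaCl, 0.01% Tween 20, 3 mM EDTA, 0.1 mM TCEP.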
# TSHR antagonist – human thyrotropin receptor antagonism | TSHR-expressing cells, TSH-stimulated cAMP HTRF, 2 h; active compounds read low | activity change, negative = inhibition, % at 11.5 µM | 330,000 compounds, 0.2% hits | AID 504810;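 active = activity change below a set negative limit, meaning inhibition stronger than a set level, cut at about -70% in these data; inconclusive = activity change between two set negative limits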; note: % is set by controls: 0 for no effect and ±100 for the full control effect
#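 Competitive HTRF cAMP read-out (cryptate anti-cAMP antibody, cAMP-d2; 30 min, room temperature) in freshly harvested TSHR cells. Compounds added before TSH at EC80 (4nM final), followed by 2 hours' incubation at 37 deg C.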
# Tb PFK inh – blocks T. brucei phosphofructokinase. O15648. T. brucei PFK, ADP-Glo luminescence. 330,000 compounds, 0.17% hits. Potency, µM (doses to about 57.5 µM), inactives show top-dose activity, negative = inhibition, actives largely listed as inhibitors;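 note: potency is the fitted concentration of half-maximal effect; 0% = uninhibited 1x PFK enzyme wells and -100% = no-enzyme wells; nearly all actives have a fitted effect of over 60% in size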
# Target sequence (O15648 whole entry, looked up): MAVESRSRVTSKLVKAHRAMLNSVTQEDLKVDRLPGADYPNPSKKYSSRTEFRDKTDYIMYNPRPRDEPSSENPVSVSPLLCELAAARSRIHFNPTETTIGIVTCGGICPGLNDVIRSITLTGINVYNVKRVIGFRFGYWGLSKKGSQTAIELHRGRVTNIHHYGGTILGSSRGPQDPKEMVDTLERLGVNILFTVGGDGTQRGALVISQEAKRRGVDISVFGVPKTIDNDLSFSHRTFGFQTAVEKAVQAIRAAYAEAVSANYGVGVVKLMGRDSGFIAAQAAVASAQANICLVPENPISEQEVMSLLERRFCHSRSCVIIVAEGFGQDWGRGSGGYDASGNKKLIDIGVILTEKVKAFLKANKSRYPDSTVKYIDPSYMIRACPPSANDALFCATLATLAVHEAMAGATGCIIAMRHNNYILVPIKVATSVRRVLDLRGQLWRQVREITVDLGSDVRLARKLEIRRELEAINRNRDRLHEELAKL
#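 1.25 nM PFK with 0.5 mM F6P and 0.1 mM ATP in 0.1 M TEA pH 8.0, 5 mM MgCl2, incubated 45 min at room temperature; ADP measured by ADP-Glo luminescence; compounds titrated up to 57 uM.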
# B2AR arrestin – recruits beta-arrestin to the human beta2-adrenergic receptor; beta-arrestin recruitment to beta2AR, cell-based reporter; Potency, µM (top dose mostly 46.1 µM), for inactives: at the highest dose activation, most hits filed as activators; 330,000 compounds, 0.02% hits; AID 492947;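 note: potency is the fitted concentration of half-maximal effect; 0% = DMSO controls and full agonism = EC100 isoproterenol or metaproterenol; nearly all actives have a fitted effect of over 65% in size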
# USP2a block – inhibitors of human ubiquitin-specific protease USP2a. O75604. USP2 core, Ub-CHOP2 coupled fluorogenic reporter, 485/531. Potency, µM (highest dose often 38.3 µM), for the others: top-dose activity change, negative = inhibition, most hits filed as inhibitors. 330,000 compounds, 0.01% hits. AID 463254;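 note: potency is the fitted concentration of half-maximal effect; plate controls were DMSO wells for no effect and full inhibition by NEM control for full effect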
# Target sequence (O75604 whole entry, looked up): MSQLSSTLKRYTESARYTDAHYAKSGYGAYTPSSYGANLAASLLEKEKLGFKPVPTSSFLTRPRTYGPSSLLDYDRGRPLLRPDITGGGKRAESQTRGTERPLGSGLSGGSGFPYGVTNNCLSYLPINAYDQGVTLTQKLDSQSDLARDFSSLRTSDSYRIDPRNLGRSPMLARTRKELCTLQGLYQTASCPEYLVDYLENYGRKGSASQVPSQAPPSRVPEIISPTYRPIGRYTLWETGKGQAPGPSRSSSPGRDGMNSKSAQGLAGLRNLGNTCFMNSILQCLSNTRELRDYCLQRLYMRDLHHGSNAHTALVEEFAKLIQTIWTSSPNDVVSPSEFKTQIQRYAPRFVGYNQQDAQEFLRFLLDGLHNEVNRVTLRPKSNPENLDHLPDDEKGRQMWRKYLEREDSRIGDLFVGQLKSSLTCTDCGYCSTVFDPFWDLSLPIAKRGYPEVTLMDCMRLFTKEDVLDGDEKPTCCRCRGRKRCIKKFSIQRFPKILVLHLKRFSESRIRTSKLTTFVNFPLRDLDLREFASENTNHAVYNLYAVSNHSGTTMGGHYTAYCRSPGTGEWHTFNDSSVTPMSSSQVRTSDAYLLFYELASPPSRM
#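 Deubiquitinase activity read as fluorescence (485/531 nm) after Ub-CHOP2 cleavage activates the enterokinase reporter on its substrate; USP2 core 10nM, Ub-CHOP2 and substrate 25nM each, 30min compound preincubation then 60min RT; data normalized to NEM, curves fitted.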
# Mito fusion yeast – inhibitors of mitochondrial division or activators of mitochondrial fusion. S. cerevisiae fusion-defective mutant growth rescue, CellTiterGlo 48 h. Potency, µM (top dose mostly 46.1 µM), inactives show at the highest dose growth rescue (activation), most hits filed as activators. 320,000 compounds, 0.23% hits;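 note: potency is the fitted concentration of half-maximal effect; % of control where 0% means no effect; nearly all actives have a fitted effect of over 45% in size; temperature-sensitive fusion mutants such as fzo1-1 at 37 °C on non-fermentable ethanol glycerol medium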
#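 Compounds are tested for their ability to restore growth of mitochondrial fusion-defective yeast strains at non-permissive 37C in YPEG medium over 48 hours. Viability is quantified by luciferase luminescence.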
# ELG1 DNA repair – inhibitors of ELG1-dependent DNA repair in HEK293T cells. Potency, µM (doses to about 46.1 µM), for inactives: at the top dose activity change, negative = inhibition, usual class: inhibitors. 330,000 compounds, 2.3% hits. AID 504467. HEK293T ELG1-luciferase reporter, luminescence, 16 h; DNA damage induced by 5-fluorouridine; note: potency is the fitted concentration of half-maximal effect; % is set by controls: 0 for no effect and ±100 for the full control effect; nearly all actives have a fitted effect of over 55% in size
#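 HEK293T cells expressing luciferase-tagged ELG1 (2,000/well) received 5-Fluorouridine plus compound or DMSO for 16 hr at 37 °C. Luciferase was read by ONE-Glo luminescence after 30 min at room temperature.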
# TCR act – activates T cell receptor signaling. primary human leukocytes, anti-CD3, IL-2 HTRF, 48 h. Potency, µM (doses to about 9.22 µM), for inactives: at the top dose activation of IL-2 secretion, usual class: activators. 330,000 tested, under 10 active. AID 504894; note: % of control where 0% means no effect
#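 IL-2 produced over 48 hr by a-CD3 bead-stimulated primary human leukocytes exposed to compounds was detected with a homogeneous time-resolved FRET immunoassay, 665nm acceptor signal after 320nm excitation.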
# Eya2 phos inh – inhibitors of human Eya2 phosphatase activity; O00167; recombinant Eya2, OMFP fluorescence dephosphorylation (OMFP is methylfluorescein phosphate); Potency, µM (titrated, usually from 76.9 µM), for inactives: top-dose activity, negative = inhibition, actives largely listed as inhibitors; 330,000 compounds, 0.006% hits; AID 488837; note: potency is the fitted concentration of half-maximal effect; % is set by controls: 0 for no effect and ±100 for the full control effect
#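 Eya2 (0.2 uM) preincubated 10 min at ambient with compound, then OMFP substrate added at 50 uM; 10 min reaction in 50 mM HEPES pH 7.5, 50 mM NaCl, 5 uM MgCl2, 0.05% BSA, 1 mM DTT. Fluorescence read at Ex 485/Em 525 nm.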
# BCR signal inh – inhibitors of chronic active B-cell receptor signaling | 340,000 compounds, 0.05% hits | AID 493014 | Potency, µM (series often up to 46.1 µM), without a hit: at the top dose ratio change, negative = lower green/red ratio, actives largely listed as inhibitors | ABC-DLBCL IkBa-CBG/CBR reporter, luminescence ratio, 4 h; active = well fitted inhibition curve with a large enough effect in the signal ratio, with a control signal flat, not every such curve was filed as active; inconclusive = small, poorly fitted or top-dose-only effect, or effect the other way, or a change in a side signal; the % refers to the signal ratio;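 note: potency is the fitted concentration of half-maximal effect; plate controls were basal doxycycline-induced cells for no effect and cells given 10 µM MG132 for full effect; MG132 reads +100%, hits lower the ratio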
#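 Compounds up to 46 uM were incubated four hours with TMD8 cells whose green CBG68 luciferase is fused to IkappaBalpha; red CBR luminescence normalised the signal, and concentration-effect curves were fitted to fusion, red and ratio data.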
# uPA generation – blocks generation of uPA at the cell surface | Potency, µM (highest dose often 38.3 µM), for inactives: at the highest dose activity change, negative = inhibition, hits mostly inhibitors | 330,000 compounds, 0.31% hits | cell surface uPA generation assay, qHTS; active = well fitted inhibition curve with a large enough effect; inconclusive = small, poorly fitted or top-dose-only effect; inactive = no such curve, though single readings can be large or run the other way; tested in mouse RAW 264.7 cells; note: potency is the fitted concentration of half-maximal effect; % is set by controls: 0 for no effect and ±100 for the full control effect; nearly all actives have a fitted effect of over 55% in size
# The depositor's hits bear a star; ? = inconclusive; / = no result given; [ ] = remark or other dose. Unless noted, calls come from the whole dose curve; as a rule, active = well fitted curve in the direction sought with a large enough effect; inconclusive = small, poorly fitted or top-dose-only effect, or another doubt; inactive = no such curve, though single readings can be large; an effect the other way counts as inactive or inconclusive.
# Values run as follows: TCR act	PTAP TSG101 blk	B2AR arrestin	TSHR antagonist	BCR signal inh	Eya2 phos inh	USP2a block	uPA generation	Tb PFK inh	Mito fusion yeast	ELG1 DNA repair
c1ccc(-c2nnc3sc(CN4CCC5(CC4)OCCO5)cn23)cc1
 : /	/	-0.1%	4	-1%	-6%	-1%	0%	-13%	-2%	1%
O=C(O)c1cc2c(s1)-c1ccccc1CC2
 : 2%	-4%	-0.7%	5	?	1%	-3%	-1%	7%	2%	1%
CCCC(=O)Nc1ccc2c(c1)nc(CN1CCCC1)n2C
 : 1%	-5%	-0.2%	-3	-9%	4%	2%	5%	0%	-1%	15%
CC1Cc2cc(S(=O)(=O)N3CCN(c4ccc(Cl)cc4)CC3)ccc2N1C(=O)C1CC1 (stereo unspecified)
 : 1%	-1%	-0.1%	-32	0%	-6%	3%	-2%	0%	5%	?
O=C(CSc1nc2[nH]ncc2c(=O)n1-c1ccccc1Br)NCc1ccccc1Cl
 : -25%	-9%	-0.7%	-9	-10%	-13%	4%	25%	3%	?	-8%
CC1=C(C)CS(=O)N(S(=O)(=O)c2ccc(Cl)cc2)C1 (stereo unspecified)
 : 4%	0%	0.0%	-19	?	-20%	-6%	-13%	-14%	8%	25%
CC(C)c1ccc(NC(=O)CSc2nc3ccsc3c(=O)n2Cc2ccc(C(=O)O)cc2)cc1
 : 4%	-5%	-0.2%	-31	0%	-6%	0%	-3%	?	4%	27%
O=C(NCC(=O)N(c1cccc(F)c1)C(C(=O)NC1CCCC1)c1ccncc1)c1ccco1 (stereo unspecified)
 : 0%	1%	-0.2%	23	2%	4%	0%	-1%	1%	2%	-6%
CCNC(=O)COc1cc(C)c(Cl)c(C)c1
 : 3%	-13%	0.5%	10	?	6%	0%	1%	-10%	5%	6%
Cc1ccccc1OCC(=O)Nc1nnc(C2CCCCC2)s1
 : -4%	2%	-0.9%	0	13%	-6%	-1%	5%	-1%	-3%	7%
COCCn1c(SCC(=O)Nc2ccc(NC(=O)c3ccco3)c(OC)c2)nc2ccccc2c1=O
 : 7%	-1%	-0.1%	0	?	-17%	1%	-5%	1%	0%	-1%
CN1C(=O)CC(N2CCN(C(=O)c3ccccc3)CC2)C1=O (stereo unspecified)
 : -8%	-3%	-0.5%	-8	?	-16%	1%	6%	-7%	-1%	14%
COC(=O)c1[nH]c2ccccc2c1NS(=O)(=O)c1ccc(F)c(C)c1
 : 0%	-2%	-0.1%	0	1%	3%	1%	-3%	-3%	1%	-11%
CCOC(=O)C1=C(COC(=O)C2CC(=O)N(c3ccc(C)cc3)C2)NC(=O)NC1C (stereo unspecified)
 : -2%	-8%	-0.4%	-5	-3%	-9%	0%	0%	-2%	9%	27%
O=C(c1ccccn1)C1CCCN(Cc2nc(Cc3cccc(F)c3)no2)C1 (stereo unspecified)
 : 2%	-5%	-0.5%	-9	-10%	-6%	-1%	1%	-5%	4%	?
Cc1cc2c(cc1S(=O)(=O)NCC(C)c1ccccc1)n(C)c(=O)c(=O)n2C (stereo unspecified)
 : -3%	1%	-0.1%	0	3%	3%	4%	-6%	0%	2%	3%
COC(=O)c1ccccc1NC(=O)CSc1nnc(-c2cccnc2)n1N
 : 9%	-6%	-0.1%	12	-13%	6%	0%	2%	0%	-5%	-13%
Cc1ccc(NC(=O)C2CCCN(S(=O)(=O)c3ccc4[nH]c(=O)ccc4c3)C2)cc1C (stereo unspecified)
 : 7%	3%	0.1%	-9	0%	1%	3%	-7%	0%	-2%	6%
O=C(c1cc(COc2ccc(F)cc2Cl)on1)N1CCC(OCc2cccnc2)CC1
 : -8%	0%	0.5%	-14	-5%	-1%	-1%	-4%	-1%	-3%	?
COC(=O)c1ccccc1NC(=O)C1CCCN(S(=O)(=O)c2ccc(OC)cc2)C1 (stereo unspecified)
 : -5%	-2%	-0.2%	-17	2%	0%	-2%	-6%	-2%	9%	?
Cc1ccc(C)c(NC(=O)CCn2cnnn2)c1
 : -4%	-4%	0.0%	-3	3%	11%	4%	2%	-2%	-20%	-5%
CN(Cc1ccc(F)cc1)C(=O)COc1ccc2ccccc2c1
 : -5%	-10%	0.0%	-5	?	-4%	0%	1%	-2%	21%	8%
COc1ccc(NC(=O)Nc2ccccc2F)c(C)c1
 : -4%	-1%	-0.2%	30	-21%	2%	1%	-2%	3%	4%	?
O=C(COc1ccc2ccccc2c1)NCCn1ccc2ccccc21
 : -6%	-5%	-0.3%	0	?	-8%	1%	8%	2%	?	5%
Cn1nnc(NC(=O)CSc2ncn[nH]2)n1
 : 4%	-8%	0.2%	2	3%	-7%	1%	4%	3%	-2%	18%
O=C(NCCCCc1ccccc1)C12CN(Cc3ccccc3)CC1C(c1ccc([N+](=O)[O-])cc1)=NO2 (stereo unspecified)
 : 0%	-10%	0.1%	5	12%	14%	-1%	9%	-2%	6%	-7%
COc1ccccc1N(C)S(=O)(=O)c1ccc(C(=O)OCC(=O)Nc2cc(C)on2)cc1
 : 1%	-8%	0.5%	-5	-2%	-2%	0%	8%	8%	3%	-11%
CC1CCCC(C)N1C(=O)COC(=O)COc1ccccc1C#N (stereo unspecified)
 : 7%	-5%	0.0%	9	1%	2%	1%	4%	3%	-6%	?
COc1ccc(C2/C=C\CN(Cc3ccncc3)CC(=O)N2Cc2ccc(F)cc2)cc1 (stereo unspecified)
 : 10%	-2%	-0.5%	5	-1%	3%	5%	3%	7%	0%	4%
COc1cccc(CNC(=O)Cn2c(=O)oc3cc(S(=O)(=O)N4CCCCC4)ccc32)c1
 : 3%	-2%	0.1%	-10	-1%	-5%	6%	-16%	1%	-2%	4%
Cc1ccc(C(=O)CCC2CCCC2=O)cc1 (stereo unspecified)
 : -1%	0%	0.2%	1	?	-1%	-2%	2%	-3%	2%	?
CN(C)C(=O)CSc1nc(SCC(=O)N(C)C)n(-c2ccccc2)n1
 : 1%	-1%	-0.5%	-3	0%	11%	1%	0%	6%	-2%	?
O=C(Nc1ccc(F)cc1)c1ccc(COc2ccccc2)cc1
 : 7%[46.1 µM]	-3%	-1.0%	14	-7%	5%	2%	-1%	1%	0%	9%
O=C(CCSCc1cccc(Cl)c1)NCCC1=CCCCC1
 : -3%[46.1 µM]	0%	-1.0%	-1	4%	0%	0%	-3%	5%	27%	10%
COc1ccc(O)c(C(=O)c2cnc3onc(C)c3c2)c1
 : 6%	0%	-0.1%	5	-9%	-18%	1%	1%	1%	1%	2%
CCNC(=S)N1CCN(CCN=CC2=C(O)CC(c3ccco3)CC2=O)CC1 (stereo unspecified)
 : -4%	-3%	0.3%	-6	?	-2%	0%	-5%	-3%	-1%	-1%
Cc1cc(C)cc(CC2CC(=O)N(c3cc(C)on3)C2=O)c1 (stereo unspecified)
 : -1%[46.1 µM]	0%	-0.6%	10	-16%	-2%	-4%	-1%	-4%	-7%	5%
Fc1ccc2c(c1)C(c1ccc(N3CCOCC3)cc1)=NNC(c1cccs1)=N2
 : -3%	-3%	0.1%	-3	?	-22%	-1%	0%	-5%	11%	?
CC1NC(=O)NC1CCCCCC(=O)Nc1ccc(F)c(Cl)c1 (stereo unspecified)
 : 6%	-1%	-0.4%	-8	0%	-13%	-2%	2%	?	-1%	-4%
CCCC(CCC)c1nc2ccncc2[nH]1
 : -2%	-2%	0.0%	-2	-1%	0%	0%	0%	-3%	13%	?
CCOC(=O)c1ccc(NC(=O)c2ccc(NS(C)(=O)=O)cc2)cc1
 : /	-6%	-0.3%	15	?	-10%	-1%	2%	2%	-1%	-4%
C/C(=N\Nc1nc(N2CCCCC2)nc(N2CCOCC2)n1)c1cccs1
 : -1%	-4%	-0.1%	8	?	-2%	1%	-2%	-11%	-5%	?
COCCNC(=O)Cn1cnc2c(cnn2-c2ccc(C)cc2)c1=O
 : 7%	-6%	-0.5%	-9	-2%	-3%	0%	0%	1%	0%	6%
O=C(COc1ccccc1)NC(NC(=S)Nc1ccccc1O)C(Cl)(Cl)Cl (stereo unspecified)
 : 0%	-3%	-0.2%	6	?	19%	0%	-1%	-1%	6%	-10%
